12-LOX inh = blocks human arachidonate 12S-lipoxygenase; P18054; purified 12hLO, xylenol orange hydroperoxide absorbance; Potency, µM (top dose mostly 108 µM), inactives show at the top dose activity change, negative = inhibition, hits mostly inhibitors; hit rate 1.1% among 580,000; AID 1671190; active = well fitted inhibition curve with a large enough effect; inconclusive = small, poorly fitted or top-dose-only effect, or another doubt; inactive = no such curve, though single readings can be large or run the other way
Target sequence (P18054 whole entry, looked up): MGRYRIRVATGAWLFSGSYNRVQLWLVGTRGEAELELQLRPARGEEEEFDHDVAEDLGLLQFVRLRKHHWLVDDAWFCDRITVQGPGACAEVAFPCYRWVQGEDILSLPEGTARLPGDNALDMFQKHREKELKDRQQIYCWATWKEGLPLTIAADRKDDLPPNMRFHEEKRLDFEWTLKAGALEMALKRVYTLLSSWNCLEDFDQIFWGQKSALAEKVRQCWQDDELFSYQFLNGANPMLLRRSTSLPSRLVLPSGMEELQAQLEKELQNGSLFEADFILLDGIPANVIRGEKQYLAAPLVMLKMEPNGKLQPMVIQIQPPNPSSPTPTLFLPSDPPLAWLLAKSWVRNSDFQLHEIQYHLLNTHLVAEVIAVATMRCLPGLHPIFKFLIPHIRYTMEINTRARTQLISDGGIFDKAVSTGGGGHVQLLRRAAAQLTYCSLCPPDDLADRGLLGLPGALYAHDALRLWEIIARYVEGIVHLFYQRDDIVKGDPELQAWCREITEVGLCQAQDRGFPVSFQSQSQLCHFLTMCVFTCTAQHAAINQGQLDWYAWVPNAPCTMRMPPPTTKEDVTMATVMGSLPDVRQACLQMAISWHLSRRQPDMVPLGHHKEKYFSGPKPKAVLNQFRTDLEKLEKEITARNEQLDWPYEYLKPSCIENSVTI
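Hydroperoxide product was detected by ferrous iron/xylenol orange as the 573 to 405 nm absorbance ratio. Arachidonic acid at 40 uM (final) was turned over for 30 min at room temperature by 150 nM human 12hLO, pH 7.0 Hepes buffer, after 15 min compound preincubation.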
An asterisk follows results filed as active; ? = inconclusive; [ ] = dose if it differs, or a comment. % is set by controls: 0 for no effect and ±100 for the full control effect; potency is the fitted concentration of half-maximal effect.

no.	Structure	12-LOX inh
1	Cc1ccc(CNC(=O)N2CCc3c(nc4cc(-c5ccccc5Cl)[nH]n4c3=O)C2)cc1	11%
2	Cn1ccnc1C(=O)N1CCC(N2C(=O)C3(CCCCC3)C2c2ccncc2)CC1 (stereo unspecified)	44%[activator]
3	O=C(Cn1ccn2nc(-c3ccc(F)cc3)c(CO)c2c1=O)Nc1cccc(F)c1	-2%
4	Cc1ccc(C2Cn3nnc(C(=O)N4CCN(C(=O)c5cccc(N(C)C)c5)CC4)c3CO2)cc1 (stereo unspecified)	11%
5	Cn1nccc1CN1CCCC2(CC(c3cccc(C(F)(F)F)c3)=NO2)C1 (stereo unspecified)	14%
6	Cc1ccc(CNC(=O)CCc2ccc3c(c2)CN(C(=O)NC(C)C)CCO3)o1	30%
7	Cc1ccc(NC(=O)[C@H]2CN(Cc3ccccc3)C[C@H]2C(=O)O)cc1	8%
8	COc1cc(-c2ccnc(-c3nnc(C)n3Cc3ccncc3)c2)ccn1	21%[176 µM]
9	CC(=O)N1CCC(N[C@H]2C[C@@H](Cc3cc(CN(C)C)on3)C2(C)C)CC1	-2%[176 µM]
10	COc1ccc(CN2C[C@H]3CN(Cc4nccs4)CCN3C2=O)cc1	112%[activator][176 µM]
11	Cc1ccc(CN2CC(N3CCC[C@@H]3C)CS2(=O)=O)cc1 (stereo partly specified)	-23%
12	CC(C)c1ccc(CC(=O)N2CCCc3ncc(C(=O)NCc4cccnc4)cc32)cc1	30%[176 µM]

Among those listed so far, these have an aryl methoxy group.
no.	Structure	12-LOX inh
8	COc1cc(-c2ccnc(-c3nnc(C)n3Cc3ccncc3)c2)ccn1	21%[176 µM]
10	COc1ccc(CN2C[C@H]3CN(Cc4nccs4)CCN3C2=O)cc1	112%[activator][176 µM]

(listing goes on)
no.	Structure	12-LOX inh
13	CN1C(=O)C(CC(=O)N2CCC(C#N)CC2)(Cc2ccccc2)c2ccccc21 (stereo unspecified)	67%[activator]
14	c1ccc(CCNc2ncncc2-c2nc(-c3ccccc3)no2)cc1	13%
15	CCN1CCN(C(=O)Cn2c(C)ccc(NC(=O)Nc3ccc(C)cc3)c2=O)CC1	-4%
16	COCc1nc(CCNC(=O)C(C)c2ccccc2)no1 (stereo unspecified)	10%
17	Cc1cc(F)cc(CN2CCc3nc(C(=O)NCC4CC4)oc3CC2)c1	-1%[176 µM]
18	Cc1cc(C)n(Cc2cccc(C(=O)N3CCCC(c4ncc[nH]4)C3)c2)n1 (stereo unspecified)	69%[activator]
19	COc1ccc(C2=C3CCC[C@]4(C)CCO[C@]34C=CC2=O)cc1	?
20	O=C(c1ccccn1)N1CCCC(c2nc(CCOCC3CCOCC3)no2)C1 (stereo unspecified)	6%
21	O=[S+]1([O-])NC2(CCN(Cc3ccc(C(F)(F)F)cc3)C2)CNc2ccccc21 (stereo unspecified)	32%[activator]
22	Cc1cccc(CN2CCCC(O)(CN3CCOCC3)C2=O)c1 (stereo unspecified)	44%[activator]
23	CCN(CC)C1CCOC2(CCN(C(=O)C(C)C)CC2)C1 (stereo unspecified)	13%
24	COCc1nnc2n1CCC(NC(=O)c1ccco1)CC2 (stereo unspecified)	39%[activator]

Two compounds picked at random from the list so far, as already listed:
no.	Structure	12-LOX inh
13	CN1C(=O)C(CC(=O)N2CCC(C#N)CC2)(Cc2ccccc2)c2ccccc21 (stereo unspecified)	67%[activator]
23	CCN(CC)C1CCOC2(CCN(C(=O)C(C)C)CC2)C1 (stereo unspecified)	13%

New compounds follow:
no.	Structure	12-LOX inh
25	COC(=O)c1ccc2c(c1)nc1n2[C@@H](CNCc2ccncc2)COC1	3%[176 µM]
26	COc1cc(CNC(=O)[C@@H]2C[C@@H](c3ccc(F)cc3)N(Cc3ccccc3)C2)cc(OC)c1	-44%
27	Cc1cc2nc3n(c(=O)c2n1CC(=O)N1CCN(c2ccccc2F)CC1)CCCCC3	-11%
28	COCCNC(=O)[C@@H]1C[C@H](Oc2ccccc2)CN1C(=O)CCc1nc2ccccc2[nH]1	38%
29	OCC1CN(c2ccncn2)CC12CCN(C1CCSCC1)CC2 (stereo unspecified)	69%[activator]
30	Cc1ccc2nc(CO[C@H]3CN(Cc4ccc(C(F)(F)F)cc4)C[C@H]3F)[nH]c2c1	24%[176 µM]
31	Cc1cnc(CC2CCN(C(=O)C3CCCC3)C2)n1C1CC1 (stereo unspecified)	30%
32	CCc1nc2c(c(-c3ccc(O)cc3)n1)CCN(Cc1ccccc1OC)CC2	-6%
33	O=C(c1cccnc1)N1CCC(c2nc(C3CCOCC3)no2)C1 (stereo unspecified)	5%
34	COc1cccc([S+](=O)([O-])N2CCC3(CC2)C(=O)Nc2ccccc23)c1	20%[176 µM]
35	CN1CCC(N2CCN(S(=O)(=O)c3cccs3)CC2)C1=O (stereo unspecified)	?
36	COc1cccc(S(=O)(=O)N2CCCN(C)c3ccccc32)c1	22µM*

Further results follow:
no.	Structure	12-LOX inh
37	O=C(NCc1ccccc1)c1ccc2c(c1)OCCN(c1ccccc1)C2	47%[activator][176 µM]
38	COC(=O)c1nc(NC(=O)CC[C@H]2NC(=O)c3ccccc3NC2=O)sc1C	39%[activator]
39	CC(C)CN(CC1CN(C(=O)Cc2cccs2)CCO1)C(=O)c1cccc2ccccc12 (stereo unspecified)	?
40	CN1CCCN(C(=O)c2ccc(Cl)cc2)c2ccccc21	32µM*
41	O=C(c1ccc(C(F)(F)F)cc1)N1CCN2C(=O)N(C3CCOCC3)C[C@H]2C1	66%[activator][176 µM]
42	COc1ccc(C(=O)N2CCCCCCNC(=O)CC2)cc1	56%[activator]
43	COCCn1ncc(N2CCCC(CC(=O)Nc3cccc(Cl)c3)C2)cc1=O (stereo unspecified)	43%
44	C[C@@]12CC(=O)C3=C(CCCC3=O)N1CCc1ccccc12	-5%
45	O=C(NCCN1CCCCC1)C1CCN(C(=O)N2CC3CC(C2)[C@H]2CCCC(=O)N2C3)CC1 (stereo partly specified)	40%[activator]
46	COc1ccc(C(=O)N2CC3CC(C2)[C@H]2CCCC(=O)N2C3)cn1 (stereo partly specified)	15%
47	COc1ccc(/C=C/c2ccc3c(c2)C(=O)N2C[C@@H](NS(C)(=O)=O)C[C@H]2C(=O)N3)cc1	1%
48	COc1ccc(CNC(=O)CC[C@H]2CNC(=O)[C@@H]3[C@@H](CCN3Cc3ccc(F)cc3)N2C)cc1	7%

Gathered by group: the compounds so far with a Cl atom (3)
no.	Structure	12-LOX inh
1	Cc1ccc(CNC(=O)N2CCc3c(nc4cc(-c5ccccc5Cl)[nH]n4c3=O)C2)cc1	11%
40	CN1CCCN(C(=O)c2ccc(Cl)cc2)c2ccccc21	32µM*
43	COCCn1ncc(N2CCCC(CC(=O)Nc3cccc(Cl)c3)C2)cc1=O (stereo unspecified)	43%

More entries:
no.	Structure	12-LOX inh
49	CC(NC(=O)COc1ccc(F)cc1)C(=O)N1CCN(c2ccccn2)CC1 (stereo unspecified)	33%[activator]
50	O=C1NCCOCCN(S(=O)(=O)c2ccccc2)[C@H]2CCC[C@@H]12	20%
51	Cc1ccc(-c2nc(C(=O)NCc3ccc(F)cc3F)no2)cc1	-2%
52	COC[C@@H]1CN(C(=O)c2cc(C3CC3)[nH]n2)C[C@H]1c1ccccn1	41%[activator]
53	CCOc1ccc(NC(=O)Cn2c(-c3ccccc3)nc(C)cc2=O)cc1	45%[activator]
54	CC(C)(C)c1ccc(-n2ncc3c2CCCC3NC(=O)c2c[nH]c(=O)[nH]c2=O)cc1 (stereo unspecified)	16%
55	CCN(C1CCOCC1)C1CN(C(=O)C2CC2)C1	33%[activator]
56	C[S+](=O)([O-])Nc1ccc(C(O)[C@H]2COCC(=O)N2Cc2ccc(F)cc2)cc1 (stereo partly specified)	20%[176 µM]
57	Cc1n[nH]c(C)c1CNc1cc(C2CC(O)C2)ncn1 (stereo unspecified)	10%
58	NCCCC(=O)N1CCC2(CC1)CN(C(=O)Cc1ccc(Cl)cc1)CCO2	2%[6.33 µM]
59	Cc1ccc(NC(=O)Cn2nc3c(cc2=O)CCCCC3)c(Cl)c1	15%
60	COc1ccc(C(=O)NC2CCN(c3cc(-c4ccccc4)[nH]n3)CC2)cc1OC	14%

Taken from above:
Value of no. 49 under 12-LOX inh: 33%[activator]
Value of no. 56 under 12-LOX inh: 20%[176 µM]

New compounds follow
no.	Structure	12-LOX inh
61	O[C@@H]1CC(CNCc2cccnc2)(COc2ccc(C(F)(F)F)cn2)C[C@@H]1O (stereo partly specified)	-20%
62	Cn1cnc(C(=O)N2CCCN(S(C)(=O)=O)c3ccccc32)c1	68%[activator]
63	CN1[C@@H](CCC(=O)N2CCOCC2)CNC(=O)[C@@H]2[C@H]1CCN2Cc1cccs1	38%[activator][176 µM]
64	CN1CC2(CCCN(C(=O)c3cn(C)c4ccccc34)CC2)OC1=O (stereo unspecified)	16%
65	O=C(c1ccc(-c2ccc(N3CCSCC3)nc2)cc1)N1CCCCC1	6%
66	COc1ccccc1OCc1cc(C(=O)N2CCCN3CCC[C@H]3C2)n[nH]1	53%[activator]
67	C[C@](Cc1c[nH]c2ccccc12)(NC(=O)OC1C2CC3CC(C2)CC1C3)C(=O)NC[C@H](NC(=O)CCC(=O)O)c1ccccc1 (stereo partly specified)	-20%[57.4 µM]
68	CC(=O)N1CCC(N[C@H]2C[C@@H](Cc3cc(CCO)on3)C2(C)C)CC1	-1%[176 µM]
69	Cc1ccc(C(=O)N2[C@@H]3CC[C@H]2CC(NC(=O)c2ccncc2)C3)cn1 (stereo partly specified)	21%
70	NCC1(N2CCCC2)CCCCC1	13%[22.9 µM]
71	O=C(c1ccc(Cl)cc1)N1CC2(CCCN2Cc2ccc(C(F)(F)F)cc2)Cc2ccccc21 (stereo unspecified)	?
72	COCc1cc(N2CCNC[C@@H]2C)ccc1N1C[C@@H](C)O[C@@H](C)C1	?

Additional structures
no.	Structure	12-LOX inh
73	COc1ncccc1-c1cc(C(=O)N2CCC(OC)CC2)c2c(c1)ncn2C	?
74	CNC(=O)c1ccc2cc(C3(O)CCn4cncc43)ccc2c1 (stereo unspecified)	?
75	CN(C)C[C@H]1O[C@H](Cc2cc(-c3ccc(F)cc3)on2)CC[C@@H]1O	8%[176 µM]
76	CN1CC(=O)N(c2ccccc2)Cc2c(NC3CC3)ncnc21	0%[6.33 µM]
77	CC(C)N1C(=O)C2(CCCC2)C1C(=O)N1CCCC1 (stereo unspecified)	20%
78	N#Cc1cccnc1-c1ccc(C(=O)O)cc1	?
79	O=C(C[C@@H]1O[C@H](CNC(=O)Nc2ccccc2)[C@@H](O)[C@H]1O)NC1CC1	?
80	OCc1cccc(-c2ccc3ncc(Nc4ccc(OCCN5CCCC5)cc4)n3n2)c1	20%[176 µM]
81	CC1=C[C@@H](CNC(C)C)[C@H](C(C)C)C[C@H]1Cc1nnc(C(C)(C)C)o1	2%[176 µM]
82	Cc1cnc(-c2cccnc2)n1C1CCCN(C(=O)C2CC2)C1 (stereo unspecified)	37%
83	COCCNc1ncccc1-c1noc([C@@H]2CCCN2Cc2cccc(C#N)c2)n1	5%[176 µM]
84	CN1C(=O)CCC2(CNC(=O)c3nn(C)c4ccccc34)CCCC=C12 (stereo unspecified)	40%[activator]

(listing goes on)
no.	Structure	12-LOX inh
85	COCc1nncn1C1CCN(S(=O)(=O)c2ccc(C(F)(F)F)cc2)CC1	40%[activator]
86	O=C(CCC1CCCC1)Nc1ccc(-c2nnc3n2CCCC3)cc1	15%
87	O=C(C1CCOCC1)N1CCC2(CC1)CC(N(Cc1ccc(F)cc1)C1CC1)CCO2 (stereo unspecified)	36%
88	COc1cc2c(cc1OC)C(CNC(=O)c1ccccc1)N(C(=O)Nc1cccc(F)c1)CC2 (stereo unspecified)	8%
89	O=C(O)CCC(=O)N1CCC2(CC1)Cc1ccccc1N(C(=O)c1ccc(Cl)cc1)C2	-1%[6.33 µM]
90	CCN1CC2(CCN(C(=O)CCc3n[nH]c4c3CCCC4)CC2)OC1=O	10%
91	COc1ccc(C(=O)N2C[C@@H]3C[C@H](C2)c2c(NC(=O)Nc4ccccc4OC)ccc(=O)n2C3)cc1	28%
92	CCOc1cc(=O)n2c(c1C(=O)NCCc1ccccc1)CCCCC2	27%
93	CC(C)(C)NC(=O)N1CCCCCNC(=O)CC1c1ccccc1 (stereo unspecified)	29%
94	Cc1ccc(OCC(=O)NCCC2CCN(C(=O)Nc3ccccc3C)CC2)cc1	12%
95	O=[N+]([O-])c1cccc(-c2ncc[nH]2)c1	0%[12.5 µM]
96	Cc1ccc(NC(=O)c2cc3n(n2)CC(c2ccc4c(c2)OCO4)OC3)cc1C (stereo unspecified)	-1%

(listing goes on)
no.	Structure	12-LOX inh
97	Cn1cc(CN[C@H]2C[C@H]3C(=O)NC[C@@H](CCC(=O)N4CCc5ccccc54)N3C2)c2ccccc21	44%[activator]
98	O=C(c1ccc(F)cc1)N1CCC2(CC1)CC(Cc1ccccc1)=NO2	-14%[176 µM]
99	COC(=O)[C@@H]1Cc2nc[nH]c2CN1Cc1ccc([N+](=O)[O-])cc1	10µM*
100	O=C1NC(C(=O)NCc2cccnc2Oc2ccccc2F)CO1 (stereo unspecified)	-16%
101	CC(C)S(=O)(=O)N1CCCN(C(=O)C2CC2)C(c2ccccc2)CC(=O)NCC1 (stereo unspecified)	-7%
102	Cc1ccc(C2Cn3nnc(C(=O)N4CCN(C(=O)COc5cccc(C)c5)CC4)c3CO2)cc1 (stereo unspecified)	19%
103	COc1ccc(CNC(=O)c2ccc3c(c2)N(C)C2CCCN2C3=O)c(OC)c1 (stereo unspecified)	36%[activator]
104	Cc1cn2nnc(C(=O)NC3CCc4ccccc43)c2c(=O)[nH]1 (stereo unspecified)	-12%

Some of the compounds tested; count on the stated rates, not on these rows.
